Source: PubChem
H1N1 NS1A inhibition = NS1A inhibition, H1N1 influenza, cell based functional assay (AID 504329). NS1A functional cell-based assay, percent inhibition; higher % means a stronger effect. inhibition, % at 12.5 µM; hits with a dose series show IC50 in µM. hit rate 0.3% among 340,000; in the data active = a potency from the dose series; inconclusive = inhibition above about 27% without an active follow-up result; also: strong numbers were not always called active
H37Rv inhibition = M. tuberculosis growth inhibition, HTS (AID 449762). M. tuberculosis H37Rv growth inhibition, 7H9 media; higher % means a stronger effect. inhibition, % at 25 µM, or IC50 in µM where a hit was titrated. hit rate 0.59% among 330,000; in the data active = a potency from the dose series; inconclusive = inhibition above about 70% without an active follow-up result;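 also: bacterial growth assessed after seven days of incubation; strong numbers were not always called active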
VEEV TC-83 Vero = inhibitors of VEEV TC-83 cytopathic effect, confirmation, Vero cells (AID 588727); one-dose inhibition, % at 20 µM; IC50 in µM for titrated hits; hit rate 0.13% among 350,000; Vero cells, VEEV TC-83 cytopathic effect inhibition; higher % means a stronger effect; in the data active = a potency from the dose series; inconclusive = inhibition mostly from about 14% at the one dose, without a potency; inactive = the rest, 99 in 100 with inhibition below about 12%; also: strong numbers were not always called active
Salmonella PhoP GFP = PhoP regulon inhibitors, Salmonella typhi PhoP promoter GFP reporter, confirmatory (AID 1850); one-dose inhibition, % at 50 µM; IC50 in µM for titrated hits; hit rate 0.33% among 310,000; Salmonella Typhi PhoP-promoter GFP reporter, fluorescence, 4 h; higher % means a stronger effect; in the data active = a potency from the dose series; inconclusive = inhibition mostly from about 25% at the one dose, without a potency; inactive = the rest, 99 in 100 with inhibition below about 19%;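 also: 0% = induced wells with vehicle and 100% = uninduced wells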
M. tuberculosis = growth inhibition of non-replicating M. tuberculosis (AID 488890); inhibition, % at 25 µM, or IC50 in µM where a hit was titrated; hit rate 0.39% among 320,000; Mycobacterium tuberculosis non-replicating, growth inhibition; higher % means a stronger effect; in the data active = a potency from the dose series; inconclusive = inhibition mostly from about 82% at the one dose, without a potency; inactive = the rest, 99 in 100 with inhibition below about 76%;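 also: plate controls were DMSO cells for no effect and high antibiotic wells for full effect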
VEEV TC-83 Vero 10K pilot screen = also measured in VEEV TC-83 Vero; calls as there; inhibition, %; measured here: 10K pilot screen inhibition
* hit, by the source's call; i = inactive; ? = inconclusive; / = no result given.

SMILES | H1N1 NS1A inhibition | H37Rv inhibition | VEEV TC-83 Vero | Salmonella PhoP GFP | M. tuberculosis | others
COc1c(O)ccc(/C=N/NC(=O)c2ccc3c(c2)OCCO3)c1[N+](=O)[O-] | 8% | -4% | 0.7% | 14% | 2%
COc1ccc(C(=O)CCC(=O)N2CCN(c3cccc(Cl)c3)CC2)cc1 | -5% | 35% | 10% | -11% | 42%
CC1(C)Cc2c(cnn2-c2ccc(F)cc2)C(NC(=O)Cn2cncn2)C1 (stereo not drawn) | -11% | -12% | 1.5% | 8% | -5%
CCNC(=S)N/N=C/c1ccc(C#N)cc1 | 3% | -5% | 6.2% | 6% | 45%
Cc1cccc(NC(=O)CC2NC3CCCCC3NC2=O)c1 (stereo not drawn) | 5% | / | 3.1% | -10% | 1%
Cc1ccc(NC(=O)C(C)c2ccc(-c3ccccc3)c(F)c2)c(C)c1 (stereo not drawn) | 15% | 0% | 1.7% | 6% | -13%
COc1cccc(C(=O)Nc2cccc(-c3ccc(N4CCOCC4)nn3)c2)c1OC | 7% | ? | 5.4% | -8% | 37%
CCc1ccc(C(CNc2nc(C(F)(F)F)nc3ccccc23)N(C)C)cc1 (stereo not drawn) | 13% | ? | i | -4% | ?
CCc1ccc(OCC(=O)Nc2ccc3oc(=O)ccc3c2)cc1 | 8% | ? | 0.6% | 0% | ?
O=C(NNC(=O)C1[C@H]2CCCC[C@@H]12)Nc1cccc2ccccc12 (stereo partly drawn) | 4% | 8% | 0.4% | 0% | -17%
Cc1ccc(-n2c(SCC(=O)c3c(N)n(C4CC4)c(=O)[nH]c3=O)nnc2N2CCOCC2)cc1 | -11% | / | 4.1% | / | /
Clc1ccc(CNCc2cccs2)c(Cl)c1 | -7% | -12% | i | -5% | 12%
CCOC(=O)C1=C(c2ccccc2)c2ccccc2N(S(=O)(=O)C(F)(F)F)C1C(=O)OCC (stereo not drawn) | -6% | / | 7.5% | / | /
COc1cnc(-c2ccccn2)nc1Sc1ccc(F)cc1 | 7% | ? | 8.9% | 4% | ?
CC1(C)CC(NS(=O)(=O)c2ccc(S(=O)(=O)N3CCOCC3)cc2)CCO1 (stereo not drawn) | 5% | -12% | 0.3% | 12% | -14%
CN(CC(=O)Nc1cccc(F)c1)C(=O)C1CSC2(C)CCC(=O)N12 (stereo not drawn) | 11% | -2% | 5.3% | -4% | -7%
COCCNC(=O)CN1C(=O)NC2(CCCc3cc(OC)ccc32)C1=O (stereo not drawn) | -8% | 1% | 1.6% | -12% | -2%
CCC1(COC(NC(=O)c2cccnc2)(C(F)(F)F)C(F)(F)F)COC1 | 5% | 0% | 0.1% | 19% | -15%
Cc1nn(C)cc1/C=C/C(=O)c1ccc(O)cc1 | -4% | -17% | 4.4% | -1% | 14%
Cc1ccc(/C=C/C(=O)OCC(=O)Nc2ccc3[nH]c(=O)[nH]c3c2)o1 | -8% | -6% | 0.8% | -1% | -3%
CC(C)COc1ccccc1C(=O)NC(CO)C(=O)O (stereo not drawn) | -2% | 1% | i | -5% | 1%
COC(=O)COc1cc2ccccc2cc1C(=O)Nc1ccccc1 | -3% | 7% | 0.3% | -6% | 37%
Cc1cc(C)nc(N2N=C(CSc3ccc(Cl)cc3)CC2=O)n1 | -5% | 14% | 0.1% | 13% | -3%
Cc1ccc(NC(=O)COC(=O)Cn2nc(C)c([N+](=O)[O-])c2C)c([N+](=O)[O-])c1 | 4% | 0% | 0.3% | 2% | 2%
Cc1ccc(-c2nn(-c3ccccc3)cc2/C=C/C(=O)Nc2nccs2)cc1 | -5% | 2% | ? | -1% | -14%

New compounds follow
SMILES | H1N1 NS1A inhibition | H37Rv inhibition | VEEV TC-83 Vero | Salmonella PhoP GFP | M. tuberculosis | others
CCN(CC)S(=O)(=O)c1ccc(OC)c(NC(=O)C(C)Oc2ccc3c(C)cc(=O)oc3c2)c1 (stereo not drawn) | 5% | 0% | 3.0% | -5% | 11% | VEEV TC-83 Vero 10K pilot screen=5.0
Cc1ccc(C(=O)OCC(=O)N2CCNC2=O)c(C)c1 | -3% | / | 1.5% | / | /
Cc1ccc(-n2c(C)cc(C(=O)CN3CCCCC3)c2C)cc1 | 2% | 2% | i | -8% | 12%
Cc1csc(NC(=O)CSc2sc3c(O)cc(=O)[nH]c3c2C#N)n1 | -2% | -4% | 6.7% | -1% | -16%
CCC(C)c1ccc(Nc2ncccc2C#N)cc1 (stereo not drawn) | 3% | -3% | 1.7% | -9% | 8%
NC(=S)N/N=C1\CC(c2ccc3c(c2)OCCO3)Oc2ccc(F)cc21 (stereo not drawn) | -3% | -5% | 3.8% | -3% | 26%
Cc1ccccc1NC(=O)COC(=O)CCC(=O)c1cccs1 | -8% | / | 0.7% | / | /
CN(C)c1cc[n+](CC(=O)c2cccs2)cc1 | -11% | -7% | i | 8% | 0%
COC(=O)CSc1ncc(OC)c(OC)n1 | -6% | -8% | 0.9% | 1% | 15%
COc1ccc(C(=O)NCc2ccc3c(c2)OCO3)cc1S(=O)(=O)N1CCCC1 | 0% | 4% | i | / | 1%
COc1ccccc1NC(=O)CSc1nc(O)cc(=O)n1C | 24% | -6% | 2.8% | -6% | 19%
Cc1cccc(C)c1NC(=O)CSc1nnnn1-c1ccc(C(=O)O)cc1 | 5% | 1% | i | -2% | 7% | VEEV TC-83 Vero 10K pilot screen=0.3
Cn1cnc([N+](=O)[O-])c1NCc1ccccc1 | / | -3% | 0.7% | 4% | 2%
O=C(Cn1cc2c(n1)CCCC2)Nc1ccccc1Br | 7% | -3% | i | 1% | 12%
CCOc1ccccc1NC(=O)CSc1n[nH]c(=O)n1-c1ccccc1 | -7% | -3% | 2.3% | -7% | -7%
CCOCCCNC(=O)Cc1c(C(=O)O)[nH]c2ccc(Cl)cc12 | 8% | -6% | 0.4% | -22% | /
Cc1cc2c(NC(=O)Nc3ccccc3)cccc2nn1 | -21% | 6% | 0.7% | 4% | -5%
O=C(Cn1nc(-c2ccc(Cl)cc2)ccc1=O)N1CCC2(CC1)OCCO2 | 2% | -9% | i | 7% | -10%
CCSc1ccc([C@@H]2[C@H]3C(=O)N(C)C(=O)[C@H]3[C@]3(C(=O)OC)CCCCN23)cc1 | 5% | 8% | 4.8% | 0% | 8%
CNC(=O)CNC(=O)Nc1ccc(C)cc1 | 4% | -7% | 1.3% | -10% | -2%
CCOc1ccccc1-n1c(SCC(=O)Nc2ccccc2C(=O)O)nc2ccccc2c1=O | -6% | 3% | 2.6% | 2% | 15%
CCn1cc(C(=O)NC(=S)Nc2ccccc2[N+](=O)[O-])cn1 | -1% | 8% | 3.9% | 11% | /
NNC(=O)CS(=O)(=O)CS(=O)(=O)CC(=O)NN | -2% | 2% | 0.8% | 11% | -7%
COc1ccc(/C=C/C(=O)NCC(=O)N/N=C(\C)Cc2ccccc2)cc1 | -1% | -18% | 0.2% | 7% | 22%
O=C(/C=C/c1ccccc1)Nc1sc2c(c1C(=O)O)CCC2 | 3% | 6% | 1.1% | 7% | 54%

Further structures.
SMILES | H1N1 NS1A inhibition | H37Rv inhibition | VEEV TC-83 Vero | Salmonella PhoP GFP | M. tuberculosis | others
CC(C)C(NS(=O)(=O)c1ccccc1)C(=O)NC1CCCC1 (stereo not drawn) | -5% | -7% | i | -3% | -19%
CC(C)=CCN1CCN(Cc2ccc(C)s2)CC1CCO (stereo not drawn) | 2% | 67% | 1.0% | -12% | 29%
O=C(CN1CCN(c2ccc(O)cc2)CC1)Nc1ccc2c(c1)OCCCO2 | -5% | 1% | 1.9% | / | 41%
COC(=O)c1cc(NC(=O)c2cc(-c3ccc(Cl)cc3)oc2C(F)(F)F)ccc1N1CCOCC1 | -19% | 33% | i | -1% | 35%
O=C(Nc1ccccc1F)C1CCN(S(=O)(=O)c2cccnc2)CC1 | 3% | 3% | 2.2% | 2% | -6%
CCOC(=O)C1CCCN(C/C(O)=C(\C#N)c2nc(-c3ccc(Cl)cc3)cs2)C1 (stereo not drawn) | -5% | -15% | 0.6% | -2% | 38%
Cc1ccc2oc(-c3cccc(NC(=O)c4ccc(Br)o4)c3C)nc2c1 | 2% | 11% | 8.1% | -32% | 11%
CCOC(=O)c1c(NC(=O)NC(C)(C)C)sc2c1CCN(C)C2 | -17% | -5% | 1.9% | -4% | 6%
COc1ccc(-c2cnc(N)nc2-c2ccc(OCc3ccccc3)cc2O)cc1 | 0% | 0% | 2.6% | -6% | 12%
CCOC(=O)C1CCCN(Cc2cc(Br)ccc2OC)C1 (stereo not drawn) | 1% | 50% | i | 4% | -13%
Cc1cccc(-c2nnc(SCC(=O)NC3CCCC3)o2)c1 | 3% | / | 0.9% | / | /
CC(C)(C)n1nnnc1C(c1cccs1)N(Cc1cccnc1)CC1CCCO1 (stereo not drawn) | 1% | -9% | 2.2% | 0% | 13%
Cc1ccc(C)c(NC(=O)CCC(=O)OC(C(=O)c2ccccc2)c2ccccc2)c1 (stereo not drawn) | -22% | -12% | 2.6% | 7% | 13% | VEEV TC-83 Vero 10K pilot screen=0.0
CCOC(=O)C1CCN(C(=O)c2ccc3c(=O)n4nc(Nc5cc(C)ccc5C)sc4nc3c2)CC1 | 7% | 43% | 2.6% | -20% | 16%
Cn1c(-c2ccccc2)cnc1NCc1cc(Cl)ccc1O | -2% | 11% | 1.8% | 10% | 70%
Cc1cc(OC(C)C(=O)NCc2ccncc2)c2c3c(c(=O)oc2c1)CCC3 (stereo not drawn) | 2% | 5% | i | 6% | -12%
CC(C)S(=O)(=O)c1csc(C(=O)NNC(=O)Nc2ccccc2)c1Cl | -7% | -4% | 5.2% | -3% | 29%
COc1cccc(C(=O)Nc2nc(-c3ccccc3)c(-c3ccccc3)o2)c1 | -27% | ? | 0.7% | -3% | ?
Cc1cc(NS(=O)(=O)c2ccc(NC(=O)CCCC(=O)O)cc2)nc(C)n1 | 1% | -1% | 2.7% | -20% | 3%
CCOc1ccc(CNCCCSc2ncccn2)cc1 | 5% | 3% | i | -7% | -19%
NC(=O)c1ccsc1NC(=O)CN1C(=O)NC2(CCCC2)C1=O | 10% | 6% | 0.9% | / | 7%
CCCC1(C(=O)O)NC(c2ccccc2O)C2C(=O)N(c3cccc(Cl)c3)C(=O)C21 (stereo not drawn) | 0% | 2% | 0.7% | 0% | /
CCOC(=O)CSc1cc(C)nc(N)n1 | -5% | -10% | 1.4% | -4% | -8%
NC(=O)c1ccccc1NCC(=O)c1ccc(Cl)cc1 | 3% | -1% | 2.0% | 5% | 28%

Structural class: the entries above with a nitro group on carbon
SMILES | H1N1 NS1A inhibition | H37Rv inhibition | VEEV TC-83 Vero | Salmonella PhoP GFP | M. tuberculosis | others
COc1c(O)ccc(/C=N/NC(=O)c2ccc3c(c2)OCCO3)c1[N+](=O)[O-] | 8% | -4% | 0.7% | 14% | 2%
Cc1ccc(NC(=O)COC(=O)Cn2nc(C)c([N+](=O)[O-])c2C)c([N+](=O)[O-])c1 | 4% | 0% | 0.3% | 2% | 2%
Cn1cnc([N+](=O)[O-])c1NCc1ccccc1 | / | -3% | 0.7% | 4% | 2%
CCn1cc(C(=O)NC(=S)Nc2ccccc2[N+](=O)[O-])cn1 | -1% | 8% | 3.9% | 11% | /

An excerpt from further up:
SMILES | H1N1 NS1A inhibition | H37Rv inhibition | VEEV TC-83 Vero | Salmonella PhoP GFP | M. tuberculosis | others
COc1ccc(-c2cnc(N)nc2-c2ccc(OCc3ccccc3)cc2O)cc1 | 0% | 0% | 2.6% | -6% | 12%
CCOC(=O)C1CCCN(Cc2cc(Br)ccc2OC)C1 (stereo not drawn) | 1% | 50% | i | 4% | -13%

Grouped by structure: those above containing a cyano group.
SMILES | H1N1 NS1A inhibition | H37Rv inhibition | VEEV TC-83 Vero | Salmonella PhoP GFP | M. tuberculosis | others
CCNC(=S)N/N=C/c1ccc(C#N)cc1 | 3% | -5% | 6.2% | 6% | 45%
Cc1csc(NC(=O)CSc2sc3c(O)cc(=O)[nH]c3c2C#N)n1 | -2% | -4% | 6.7% | -1% | -16%
CCC(C)c1ccc(Nc2ncccc2C#N)cc1 (stereo not drawn) | 3% | -3% | 1.7% | -9% | 8%
CCOC(=O)C1CCCN(C/C(O)=C(\C#N)c2nc(-c3ccc(Cl)cc3)cs2)C1 (stereo not drawn) | -5% | -15% | 0.6% | -2% | 38%
